RSV CPE inhibition = inhibition of RSV-induced cytopathic effect – HEp-2 cells, primary 10 µM value included (AID 2391); HEp-2 cells, RSV-induced CPE inhibition; higher % means a stronger effect; CPE inhibition, % at 10 µM, or IC50 in µM where a hit was titrated; hit rate 0.13% among 310,000; in the data active means a potency from the dose series; inconclusive means CPE inhibition mostly from about 23% at the one dose, without a potency; inactive means the rest, 99 in 100 with CPE inhibition below about 21%; further: strong numbers were not always called active
Salmonella PhoP GFP = PhoP-dependent GFP reporter repression – Salmonella Typhimurium, primary screen (AID 1863) | hit rate 0.16% among 300,000 | S. Typhimurium PhoP-regulated promoter GFP reporter, 4 h; higher % means a stronger effect | inhibition, % at 50 µM, or IC50 in µM where a hit was titrated;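 active means inhibition over 29.93%, a cutoff 3 SD above the screen mean, later confirmed by dose response; inconclusive means inhibition over 29.93% but no dose response follow-up; inactive means inhibition at most 29.93% or unconfirmed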;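 further: 0% = low Mg2+ inducing control and 100% = high Mg2+ repressing control; strong numbers were not always called active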
Myeloid diff MLP = compounds promoting myeloid differentiation; ER-HoxA9 myeloid progenitors, lysozyme-GFP differentiation, flow cytometry; calls only at 10 µM; hit rate 1% among 360,000; AID 624256;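 active means normalized GFP-positive differentiation at or above the plate's own cutoff, the solvent-only control mean plus 3 SD; inconclusive means no clear call, values can overlap the other calls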;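 further: cells exposed to compound for four days before flow analysis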
WT yeast gro inh = growth inhibition of WT yeast, mitochondrial fusion screen. AID 1362. inhibition, % at 10 µM. hit rate 2.1% among 190,000. mitochondrial fusion phenotypic screen, WT strain; in the data active means inhibition above about 58%; tested in S. cerevisiae
human PMI inhibitors = MPI inhibition at elevated mannose 6-phosphate – biochemical, fluorescence intensity, high mannose 6-phosphate, primary screen (AID 1220); hit rate 0.66% among 190,000; recombinant PMI enzyme, coupled fluorescence intensity; higher % means a stronger effect; inhibition, % at 20 µM; hits with a dose series show IC50 in µM
TNAP activation fold = stimulation of alkaline phosphatase TNAP activity – biochemical, luminescent, no phosphate acceptor, uHTS, primary screen (AID 1001) | purified TNAP, luminescent activation assay, no phosphate acceptor; higher activation fold means a stronger effect | one-dose activation fold at 20 µM; EC50 in µM for titrated hits | hit rate 0.03% among 200,000; in the data active means activation fold from about 3, or a potency from the dose series; inactive means the rest, 99 in 100 with activation fold below about 1.6; further: many of its hits are not listed in these tables
human PMI inhibition = MPI enzyme activity inhibition – biochemical, fluorescence intensity, coupled assay, primary screen (AID 1209); purified PMI enzyme, coupled fluorescence intensity; higher % means a stronger effect; one-dose inhibition, % at 20 µM; IC50 in µM for titrated hits; hit rate 0.42% among 190,000;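 further: plate controls were DMSO vehicle for no effect and wells lacking substrate for full effect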
Siah-1 displacement = Siah-1 peptide-binding antagonists, primary screen, biochemical, fluorescence polarization, rhodamine-plectin, uHTS (AID 1817). Siah-1 / rhodamine-plectin peptide fluorescence polarization; higher % means a stronger effect. displacement, % at 20 µM; hits with a dose series show IC50 in µM. hit rate 0.02% among 290,000;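 active means displacement of at least 50% at 20 µM, with a fluorescence ratio check between 0.3 and a set limit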;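 further: plate controls were Siah plus tracer with DMSO for no effect and tracer alone without Siah for full effect; strong numbers were not always called active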
XIAP antagonists = small molecules displacing peptide from XIAP – biochemical, IAP family, fluorescence polarization (AID 1018); XIAP BIR domain, fluorescence polarization peptide displacement; higher % means a stronger effect; one-dose displacement, % at 20 µM; IC50 in µM for titrated hits; hit rate 0.007% among 200,000; in the data active means displacement above about 50%; further: a part of the inactive calls stands beside numbers as strong as those of hits
WT yeast gro inh mutant strain = second read-out of WT yeast gro inh, no call of its own (marks repeat the call); inhibition, %; mitochondrial fusion phenotypic screen, mutant strain inhibition
Myeloid diff MLP GFP+ MAC1+ % = second read-out of Myeloid diff MLP, no call of its own (marks repeat the call); GFP+ MAC1+ double positive, %; measured here: differentiation confirmed by MAC1 staining
The depositor's hits bear a star; i = inactive; ? = inconclusive; . = not tested or not shown; & = joins results of further samples. Unless noted, no stated cut-off is given here; in the data, active means inhibition above about 50%; inactive means the rest.

structure | RSV CPE inhibition | Salmonella PhoP GFP | Myeloid diff MLP | Myeloid diff MLP GFP+ MAC1+ % | WT yeast gro inh | WT yeast gro inh mutant strain | human PMI inhibitors | TNAP activation fold | human PMI inhibition | Siah-1 displacement | XIAP antagonists
CC1=C(C(=O)Nc2ccccn2)C(c2cn(C)nc2C)C2=C(CCCC2=O)N1 (stereo not given) | 0.8% | 5% | i | 0.2 | -10 | 0 | 14% | 1 | 8% | -1% | -4.8%
CCOC(=O)c1c(C)c(C(=O)N2CCN(c3ccc(F)cc3)CC2)c(C)n1C | 8.0% | -5% | i | 0.4 | 27 | 13 | 9% | 1 | 8% | -5% | -4.3%
N=c1c(S(=O)(=O)c2ccc(Cl)cc2)cc2c(=O)n3ccccc3nc2n1C1CCCC1 | 18% | -11% | i | 0.7 | . | . | . | . | . | -2% | .
CCC(C)C(NC(=O)OC(C)(C)C)C(=O)NC(Cc1ccccc1)C(=O)OC (stereo not given) | 1.8% | -6% | . | . | -13 | -15 | 5% | 1 | -6% | -3% | -5.7%
Cc1ccc(-n2c(N)c(S(=O)(=O)c3ccccc3)c3nc4ccccc4nc32)cc1 | 2.4% | -4% | i | 0.2 | 15 | 2 | 0% | 1.1 | -9% | 4% | -1.6%
C=CCNc1nc(NCCO)nc(N2CCCC2)n1 | 1.0% | -7% | i | 1.0 | -5 | -15 | 6% | 1.1 | 9% | -7% | -1.6%
Cc1ccc(NCc2ccccc2OCc2ccccc2F)cc1 | 17% | -3% | i | 0.2 | 20 | 22 | -6% | 1.1 | -1% | -4% | -1.1%
Cc1cc(NO)c(C(C)C)cc1N=O | 3.7% | 5% | i | 0.0 | -33 | -7 | 0% | 1.1 | 7% | -4% | -0.9%
O=C(Nc1ccc(Cl)cc1)c1ccc(-n2cncn2)c([N+](=O)[O-])c1 | 39% | -6% | i | 0.8 | -4 | -12 | 7% | 0.9 | 5% | -4% | -7.4%
O=C(Cn1cnc2c(nnn2-c2ccccc2)c1=O)N1CCC(Cc2ccccc2)CC1 | 2.0% | -2% | i | 2.0 | -2 | -1 | 24% | 1.1 | 16% | 0% | -2.0%
CCN(CC)C(=O)CSc1nnc(-c2cc(-c3ccc(Cl)cc3)nc3ccccc23)o1 | 2.9% | -2% | i | 0.0 | -7 | -9 | 7% | 1 | -1% | 0% | -5.0%
CCNC(=O)C1CCCN1S(=O)(=O)c1ccc2ccccc2c1 (stereo not given) | 1.1% | -5% | i | 0.3 | . | . | . | . | . | 4% | .
CS(=O)(=O)NN1C(=O)c2ccccc2NC12CCCC2 | 0.5% | -3% | i | 0.6 | 1 | 4 | 7% | 1.1 | -6% | 2% | -5.0%
O=C(COc1cccc2ccccc12)N1c2ccccc2CCc2ccccc21 | 18% | -7% | i | 0.3 | 0 | -4 | 9% | 1 | 4% | -1% | -4.9%
COc1ccc(N2C(=O)CSC2c2ccccc2)cc1 (stereo not given) | -0.1% | 1% | i | 0.6 | . | . | . | . | . | 5% | .
Cc1cccn2c(=O)c3cc(C(=O)N4COCC4(C)C)sc3nc12 | 1.4% | 0% | i | 0.4 | -4 | 8 | -6% | 1.1 | -4% | 0% | -3.7%
O=c1c2c3c(sc2nc2n1CCCC2)CCCC3 | 6.3% | 5% | i | 1.6 | 2 | 3 | -2% | 1 | -8% | 10% | -3.0%
O=C(COc1ccc2ccc(=O)oc2c1)N1CCN(c2ccc(F)cc2)CC1 | 0.7% | -10% | i | 1.3 | . | . | . | . | . | -4% | .
NS(=O)(=O)Cc1noc2ccccc12 | 0.0% | -10% | i | 1.6&0.6 | . | . | . | . | . | -4% | .
CCOc1ccc(NS(=O)(=O)c2cc(NC(=O)c3cccc(C)c3)ccc2Cl)cc1 | 3.2% | 4% | i | 0.6 | 13 | 22 | 18% | 1.1 | 21% | 3% | -3.5%
Cc1cccc(N2CCN(C(=O)c3cccn4c(=O)c5c(C)c(C)sc5nc34)CC2)c1C | 7.7% | -9% | i | 0.9 | -25 | 5 | 5% | 1.2 | 4% | 2% | -3.8%
COc1ccc(CNCCc2ccc(Cl)cc2)cc1OCc1ccccc1 | 1.9% | -9% | i | 0.8 | 82* | 81* | 6% | 1.1 | -4% | -3% | -3.3%
COC(=O)Cc1cc(=O)n(-c2nc3ccccc3s2)[nH]1 | 2.9% | -14% | i | 6.0 | -16 | -7 | -95% | 1.3 | -58% | -2% | -6.8%
O=[N+]([O-])c1ccc(N=Nc2c(Cl)cc(O)cc2Cl)cc1 | -3.9% | -2% | ? | . | . | . | . | . | . | 2% | .
S=C(c1ccc(N2CCOCC2)cc1)N1CCOCC1 | 1.9% | 1% | i | 5.3 | -2 | 0 | 15% | 1.1 | 19% | -2% | -9.1%
O=C(O)c1cccc(-c2nnn(Cc3ccccc3Cl)n2)c1 | 0.7% | 1% | i | 1.4 | -13 | 4 | -14% | 1.1 | -19% | 3% | -3.6%
CCOC(=O)c1c(NC(=O)CCC(=O)NCc2ccco2)sc2c1CCCC2 | 1.2% | 8% | i | 0.5 | -8 | 1 | 15% | 1 | 12% | -6% | -5.5%
CCC(C(=O)Nc1nc(C)cs1)c1ccccc1 (stereo not given) | 1.3% | -14% | i | 0.3 | 2 | -5 | 4% | 1.1 | 6% | 1% | 2.1%
c1ccc2cc(Cn3ccnc3)ccc2c1 | 4.8% | 8% | i | 0.7 | . | . | . | . | . | 2% | .
Cc1ccc(N(Cc2cc(=O)[nH]c3ccccc23)C(=O)C(C)C)cc1 | 2.2% | 0% | i | 0.1 | . | . | . | . | . | 13% | .

Carrying on.
structure | RSV CPE inhibition | Salmonella PhoP GFP | Myeloid diff MLP | Myeloid diff MLP GFP+ MAC1+ % | WT yeast gro inh | WT yeast gro inh mutant strain | human PMI inhibitors | TNAP activation fold | human PMI inhibition | Siah-1 displacement | XIAP antagonists
CCNC(=O)COC(=O)/C=C/c1c(C)nn(Cc2cccc(OC)c2)c1Cl | 95% | 3% | i | 0.7 | -7 | 2 | 4% | 1.1 | -5% | -3% | -12%
CCCc1cc(=O)n2[nH]c(Cc3ccccc3)nc2n1 | 1.8% | 3% | i | 0.8 | -10 | -44 | 11% | 0.9 | 10% | 0% | -7.6%
CCn1c2ccccc2c2cc([N+](=O)[O-])ccc21 | -0.2% | 4% | i | 0.5 | 15 | 11 | 1% | 0.9 | -3% | 2% | -4.0%
COc1ccc2cc1Oc1ccc(cc1)C[C@H]1c3cc(c(OC)cc3CCN1C)Oc1c(OC)c(OC)cc3c1[C@H](C2)N(C)CC3 | 0.5% | -14%&-3% | ? | . | . | . | . | . | . | 1% | .
CCCCC(NC(=O)Cc1c(C)c2cc3c(-c4ccccc4)coc3c(C)c2oc1=O)C(=O)O (stereo not given) | 46µM* | 4% | i | 0.7 | . | . | . | . | . | -5% | .
CC(=O)N1CCOc2ccc(S(=O)(=O)N3CCN(c4cccc(C(F)(F)F)c4)CC3)cc21 | ? | 3% | i | 7.1 | . | . | . | . | . | 1% | .
COc1cccc(N2C(N)=NC(N)=NC2(C)C)c1 | 0.4% | -4% | ? | . | -18 | -23 | -11% | 1.1 | 0% | -4% | -0.7%
COc1cc(NC(=O)C2CCCN2C(=O)OCc2ccccc2)cc(OC)c1 (stereo not given) | 0.9% | -3% | i | 0.4 | -5 | -43 | 7% | 1.1 | 12% | 7% | -1.8%
COc1ccc(NC(=S)/N=C(\N)Nc2nc(C)c3ccccc3n2)cc1 | 11% | 5% | i | 0.5 | . | . | . | . | . | -2% | .
CN(C)c1ccc(-n2cc3c(=O)n(C)c(=O)n(C)c3c2)cc1 | 0.0% | -6% | i | 0.2 | 9 | -2 | 26% | 1.1 | 6% | -4% | -2.5%
CCC(CC)C(=O)c1c[nH]c(C(=O)N2CCN(c3ccccc3F)CC2)c1 | -0.4% | -2% | i | 0.4 | -20 | 7 | -2% | 1 | 6% | 6% | -20%
CC(=O)N1CCN=C1SCc1cccc(C(F)(F)F)c1 | 2.1% | -3% | i | 0.7 | 6 | 25 | 2% | 1 | -2% | -2% | 0.8%
O=C1CC(c2ccc(F)cc2)Cc2nc(NCC3CCCO3)ncc21 (stereo not given) | 0.5% | 8% | i | 0.4 | 11 | 8 | -8% | 1 | -4% | 0% | -0.3%
COCCNC(=O)C1=C(N)C(C(=O)Nc2ccc(C)c(S(=O)(=O)N3CCCCC3)c2)SC1=Nc1ccc(C)cc1C (stereo not given) | 19% | 1% | i | 10 | 0 | -1 | -14% | 1.2 | -4% | 2% | -9.8%
O=C(COc1ccc(/C=N/NC(=O)c2ccccc2O)cc1)Nc1ccccc1 | -0.7% | -2% | i | 0.5 | 2 | -5 | -7% | 1.1 | -12% | 40% | -4.7%
CCn1c(SCc2ccc(C)cc2)nnc1C1CCN(S(=O)(=O)c2ccc(OC)cc2)CC1 | 19% | 6% | i | 0.3 | -17 | -16 | 8% | 1.2 | 13% | 5% | 0.4%
O=C(Nc1nnc(-c2cccnc2)o1)c1cccc(Cl)c1 | 2.1% | 12% | i | 1.4 | 44 | 41 | -25% | 1.1 | -26% | -3% | -3.5%
CCOC(=O)N1CCC(NC(=O)c2ccc3c(c2)sc2nc(-c4ccc(OC)cc4)cn23)CC1 | 0.1% | -5% | . | . | 8 | 7 | 8% | 1 | 12% | 1% | -5.5%
C=C(C)C(=O)Nc1cccnc1Oc1ccc(F)cc1 | 1.4% | -1% | i | 0.7 | . | . | . | . | . | 0% | .
Cc1ccc(CN2CCc3c(OCC(=O)Nc4cccc(C)c4C)cccc3C2=O)cc1 | 8.5% | -1% | . | . | 11 | 3 | -1% | 0.9 | -1% | -1% | -6.7%
Cc1c(CN(C)C(=O)CSc2nc(-c3ccco3)cc(C(F)(F)F)n2)cnn1C | 2.9% | 17% | i | 4.8 | 12 | 0 | 8% | 1.2 | 2% | 5% | 6.8%
COc1ccc(NC2CCCN(C(=O)CSc3ccncc3)C2)cc1 (stereo not given) | 0.1% | 5% | i | 1.1 | . | . | . | . | . | -4% | .
CC(=O)c1cccc(S(=O)(=O)NCC(c2ccco2)N2CCCCC2)c1 (stereo not given) | 1.3% | -5% | i | 2.5 | -15 | 0 | -14% | 1 | -9% | -5% | -8.4%
O=C(Nc1cccc(S(=O)(=O)N2CCOCC2)c1)C1=NN(c2ccccc2)C(=O)CC1 | 2.5% | 8% | i | 4.8 | . | . | . | . | . | 5% | .
Clc1ccc(OCCSc2ncccn2)c(Br)c1 | 2.1% | -4% | i | 0.2 | 31 | 47 | 0% | 1.1 | 3% | 4% | 1.2%
O=C(CCC1N=C2c3ccccc3N=C(SCc3ccc(F)cc3)N2C1=O)NCc1ccco1 (stereo not given) | ? | 4% | i | 0.6 | -2 | -33 | -2% | 1.1 | 12% | -4% | -6.0%
